SV40 large T antigen – TAg ATPase/helicase activity blockers – biochemical (AID 1903); SV40 large T antigen ATPase/helicase inhibition assay; higher % means a stronger effect; one-dose inhibition, % at 20 µM; IC50 in µM for titrated hits; actives 0.39% (n = 310,000); in the data active = a potency from the dose series; inconclusive = inhibition mostly from about 32% at the one dose, without a potency; inactive = the rest, 99 in 100 with inhibition below about 32%; note: strong numbers were not always called active
West Nile virus CPE – West Nile virus antiviral activity, cell-based, CPE readout (AID 1621); West Nile virus-infected cells, CPE inhibition; higher % means a stronger effect; actives 0.02% (n = 290,000); CPE inhibition, % at 10 µM, or IC50 in µM where a hit was titrated; in the data active = a potency from the dose series; inconclusive = CPE inhibition mostly from about 3.7% at the one dose, without a potency; inactive = the rest, 99 in 100 with CPE inhibition below about 2.2%; note: strong numbers were not always called active
UTI89 phage lysis – protection from phage-mediated lysis, alamar blue read-out – E. coli UTI89, K1F phage, bacterial capsule biogenesis inhibitors (AID 488966); E. coli UTI89 K1F phage lysis, alamar blue, 2 h; higher % means a stronger effect; one-dose inhibition, % at 100 µM; IC50 in µM for titrated hits; actives 0.02% (n = 340,000);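 active = phage lysis inhibition, versus mean bacterial control, above a set limit; inconclusive = no clear call, values can overlap the other calls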;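 note: capsule biogenesis inhibitors block K1F phage lysis so surviving cells raise fluorescence; higher fluorescence means more inhibition of phage lysis; actives were called in the ten point dose series up to 300 µM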
AID2073 – inhibitors of Mint1-CaV2.2 protein interaction, biochemical, HTRF (AID 2073); HTRF protein-protein interaction, Mint1-CaV2.2; higher % means a stronger effect; one-dose inhibition, % at 20 µM; IC50 in µM for titrated hits; actives 0.19% (n = 290,000); in the data active = inhibition mostly above about 51%, no sharp cut-off; inconclusive = no clear call, values can overlap the other calls; inactive = mostly below about 53%; note: some results filed as inactive read as strong as hits
RSV CPE inhibition – inhibition of RSV-induced cytopathic effect – HEp-2 cells, primary 10 µM value included (AID 2391) | HEp-2 cells, RSV-induced CPE inhibition; higher % means a stronger effect | one-dose CPE inhibition, % at 10 µM; IC50 in µM for titrated hits | actives 0.13% (n = 310,000); in the data active = a potency from the dose series; inconclusive = CPE inhibition mostly from about 23% at the one dose, without a potency; inactive = the rest, 99 in 100 with CPE inhibition below about 21%; note: strong numbers were not always called active
Dengue-2 NS5 capping – Dengue-2 NS5 methyltransferase inhibitors, primary screen, biochemical, confirmation dose response (AID 588689) | one-dose inhibition, % at 25 µM; IC50 in µM for titrated hits | actives 0.3% (n = 340,000) | Dengue-2 NS5 methyltransferase capping enzyme assay, biochemical; higher % means a stronger effect; in the data active = a potency from the dose series; inconclusive = inhibition above about 29% without an active follow-up result
SIAH1 antagonists – blockers of Siah-1 interaction with plectin peptide – biochemical, fluorescence polarization, rhodamine-plectin, uHTS, primary screen (AID 1817); Siah-1 / rhodamine-plectin peptide fluorescence polarization; higher % means a stronger effect; one-dose displacement, % at 20 µM; IC50 in µM for titrated hits; actives 0.02% (n = 290,000);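 active = displacement of at least 50% at 20 µM, with a fluorescence ratio check between 0.3 and a set limit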;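 note: plate controls were Siah plus tracer with DMSO for no effect and tracer alone without Siah for full effect; strong numbers were not always called active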
NTR1 ag – NTR1-driven beta-arrestin-GFP spot formation – imaging, U2OS cells, high content, primary screen (AID 493036). agonist mode. activation, % at 20 µM. actives 0.17% (n = 330,000);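 active = activation at or above 40% of the spot to cytoplasm intensity ratio, with at least 20 cells analyzed; inconclusive = wells under 20 cells, flagged as cytotoxic or low count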;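 note: 0% = DMSO without peptide and 100% = 100 nM NTR1 peptide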
Target sequence (P30989 whole entry, looked up): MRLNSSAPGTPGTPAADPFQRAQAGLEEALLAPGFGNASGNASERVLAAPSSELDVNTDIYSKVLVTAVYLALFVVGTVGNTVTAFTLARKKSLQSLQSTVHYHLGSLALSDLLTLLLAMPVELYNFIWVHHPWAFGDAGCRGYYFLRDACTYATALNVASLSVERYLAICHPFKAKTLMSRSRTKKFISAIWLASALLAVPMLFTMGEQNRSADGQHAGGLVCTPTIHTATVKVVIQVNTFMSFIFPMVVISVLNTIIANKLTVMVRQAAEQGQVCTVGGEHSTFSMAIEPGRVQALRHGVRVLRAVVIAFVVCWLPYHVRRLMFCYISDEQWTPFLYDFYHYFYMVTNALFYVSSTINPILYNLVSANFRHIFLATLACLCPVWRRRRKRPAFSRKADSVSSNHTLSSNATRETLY
Rac1 GTP hydrolysis – MgcRacGAP GTPase-activating activity inhibitors, confirmation, biochemical, ADP Hunter fluorescence | actives 0.6% (n = 340,000) | inhibition, % at 30 µM; hits with a dose series show IC50 in µM | MgcRacGAP-stimulated Rac1 GTP hydrolysis, ADP Hunter fluorescence; higher % means a stronger effect; GST-tagged Rac1 F28L mutant substrate;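 active = first-screen hits whose inhibition reached a set limit at any dose in the follow-up dose series; inconclusive = inhibition above the set first-screen limit but never retested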;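 note: fluorescence reports GDP produced by GAP-driven GTP hydrolysis; strong numbers were not always called active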
NTR1 ag cell count 20 µM – recorded beside NTR1 ag, whose call it bears; cell count; measured here: cell count, cytotoxicity flag
Dengue-2 NS5 capping pilot replicate – also measured in Dengue-2 NS5 capping; calls as there; inhibition, %; measured here: pilot screen replicate inhibition
* marks the source's active call; other numbers are inactive results; ? = inconclusive; / = not tested or not shown; [ ] = remark or other dose.

SMILES | SV40 large T antigen | West Nile virus CPE | UTI89 phage lysis | AID2073 | RSV CPE inhibition | Dengue-2 NS5 capping | SIAH1 antagonists | NTR1 ag | NTR1 ag cell count 20 µM | Rac1 GTP hydrolysis | others
CCn1c(=O)c(=O)n(CC)c2cc(S(=O)(=O)Nc3cccc(OC)c3)ccc21 | 1% | 0.2% | 1.1% | 1% | 1.1% | 2% | 0% | -1.0 | 51 | 8%
Cc1ccc(C(=O)CCNc2ccc(Br)cc2)o1 | 1% | -0.1% | -0.9% | 0% | 0.7% | 1% | -1% | -1.6 | 57 | 5%
Cc1ccc(Nc2c(-c3ccc(N(C)C)cc3)nc3ncccn23)cc1 | 6% | -0.4% | -0.2%[50 µM] | -19% | 1.7% | 2% | -6% | -1.3 | 68 | 4%
CCN(CC)S(=O)(=O)c1ccc(N2CCOCC2)c(NC(=O)c2cc(-c3ccccn3)nc3ccccc23)c1 | 9% | -0.9% | 0.3% | 21% | / | 1% | -1% | / | / | 6%
COc1ccccc1OCCn1cc(C(=O)c2ccco2)c2ccccc21 | 8% | 0.2% | 0.5% | 9% | 17% | -4% | -1% | 3.1 | 70 | 8%
c1cc2ccc3ccc(-n4cnnn4)c4ccc(c1)c2c34 | 4% | -0.5% | 3.9% | 27% | 1.3% | 2% | -4% | 5.7 | 64 | 2%
O=C1Cn2c(nc3ccccc32)N1c1ccccc1F | 5% | 0.5% | 0.8% | 38% | -0.1% | -8% | 2% | -0.8 | 42 | 6%
N/C(=N\OC(=O)CCCOc1ccc(Cl)cc1Cl)c1ccncc1 | 7% | -1.5% | 0.5% | -6% | 4.7% | 4% | 5% | 1.0 | 42 | 6%
CCOC(=O)c1cccc(Nc2ncnc3ccc(C)cc23)c1 | 2% | 1.3% | 0.2% | 15% | 12% | -13% | 5% | 0.5 | 43 | -1%
CCc1nc2nc(C)c(NS(=O)(=O)c3ccc(Br)s3)c(=O)n2[nH]1 | 1% | -0.4% | -0.2% | -1% | 0.0% | -2% | -1% | 0.1 | 48 | -3%
COc1ccc(-c2[nH]ncc2CN2CCSCC2)c(OC)c1 | 8% | -0.3% | 0.4% | 0% | 2.1% | -8% | 10% | 0.4 | 33 | 4%
Cc1csc(NC(=O)C(C)N2C(=O)c3ccccc3S2(=O)=O)n1 (stereo not drawn) | 8% | 0.3% | 0.1% | -6% | 0.8% | -7% | 1% | -0.1 | 59 | 7%
COc1ccc([C@@H]2[C@@H]3C(=O)N(C(C)(C)C)C(=O)[C@@H]3[C@]3(Cc4ccccc4)C(=O)N(c4cccc(Cl)c4)C(=O)N23)cc1 | 5% | / | -4.3% | / | 1.4% | 2% | / | -0.9 | 86 | 4%
CSc1nnc(NC(=O)c2nc(S(=O)(=O)Cc3ccccc3)ncc2Cl)s1 | 18% | 3.1% | -0.3% | 2% | -2.1% | 51µM* | 3% | 4.1 | 54 | 15%
NC(=S)N=Nc1c(O)n(Cc2ccc(Br)cc2)c2ccccc12 | 19% | ? | 3.3% | 4% | 0.0% | -4% | -2% | 16 | 38 | 11%
COc1ccc(CCN=C(NS(=O)(=O)c2ccccc2)c2ccccc2)cc1OC | 4% | -0.7% | 0.0% | 3% | 0.6% | 6% | 1% | -0.4 | 63 | 2%
COc1cc(CCC(=O)OCC(=O)Nc2cccc(S(N)(=O)=O)c2)cc(OC)c1OC | 5% | -0.2% | 1.1% | -1% | 0.7% | 1% | 3% | -0.6 | 62 | 3%
CC(=O)c1sc(N/N=C\c2ccc(N(C)C)cc2)nc1C | 7% | -0.4% | 0.3% | 4% | 3.1% | -2% | 7% | 1.6 | 59 | 16%
CC1Oc2ccccc2C=C1/C=N\NC(=O)c1cccnc1 (stereo not drawn) | 12% | 0.0% | / | 9% | -1.4% | / | -3% | -0.1 | 57 | /
Cc1ccc(S(=O)(=O)Nc2c(C)nn(C)c2C)cc1C | 10% | / | 0.6%[50 µM] | / | 7.1% | 6% | / | -0.5 | 52 | 5%
O=C1N/C(=N\S(=O)(=O)Cc2ccccc2)S/C1=C/c1cccc([N+](=O)[O-])c1 | 14% | 0.7% | -0.2% | 9% | -2.2% | 27% | 2% | -0.2 | 52 | 13%
COc1nc2ccccc2nc1CCC(=O)O | 21% | 0.6% | 0.1% | -2% | 0.2% | / | -5% | 0.2 | 31 | 8%
NC(=NCc1ccco1)NC(=O)c1ccccc1 | 13% | -0.5% | 0.1% | -3% | 0.3% | -2% | 4% | -0.9 | 59 | -9%
CN(C)c1ccc(/C=N/n2c(C3CCCCC3)n[nH]c2=S)cc1 | 6% | -1.7% | 0.4%[50 µM] | -28% | 21% | -5% | 3% | 7.1 | 82 | 13%
O=C(O/N=C1\CCS(=O)(=O)c2sccc21)c1ccccc1 | 5% | 1.4% | 1.2% | -6% | -0.8% | 6% | -2% | 0.9 | 57 | 2%
Cc1cccc(C(=O)Nc2onc(C)c2C#N)c1 | 23% | -1.0% | 0.1% | 6% | -0.8% | -4% | -1% | 9.9 | 71 | 9%
Cn1c(=O)n(C)c2cc(NC(=O)C(F)(F)F)ccc21 | 7% | -0.1% | 0.8% | -3% | 0.9% | -6% | -2% | 0.4 | 57 | 13%
COc1ccc(Cn2c(CCC(=O)NCCC(C)C)nc3ncccc3c2=O)cc1 | 7% | -0.5% | 0.2% | -5% | 0.7% | -12% | -2% | -1.0 | 73 | -2%
CN(C)c1ccc(-c2nn3c(-c4ccc(Cl)cc4)nnc3s2)cc1 | 13% | 0.0% | 0.3% | -2% | / | -1% | -1% | / | / | 5%
Cc1cc(C)c(C#N)c(N2CCN(c3ccc(F)cc3)CC2)n1 | 7% | -0.8% | 1.5% | 9% | 3.4% | -6% | -2% | 5.5 | 64 | 12%
O=C(CSc1nc2ccncc2[nH]1)Nc1ccccc1C(F)(F)F | 11% | 0.1% | 1.4% | -5% | 0.8% | -2% | -5% | -0.9 | 42 | 5%
COc1cccc(NC(=S)N2CCC(Cc3ccccc3)CC2)c1 | 1% | -0.5% | 0.0% | -11% | 8.8% | 1% | 1% | 0.2 | 51 | 4%
O=C(COC(=O)CCCSc1nc2ccccc2[nH]1)Nc1ccc(Oc2ccccc2)cc1 | 14% | -0.5% | 8.8% | 2% | 2.1% | 3% | -1% | -1.9 | 65 | 3%
CC1(c2ccc3ccccc3c2)NC(=O)N(CC(=O)N2CCN(Cc3ccccc3)CC2)C1=O (stereo not drawn) | / | / | 0.2%[50 µM] | / | 0.0% | -3% | / | 1.7 | 49 | 0%
Cc1ccc(Cl)cc1N1CCN(C(=O)c2cn(C)c(=O)c3c2c2ccccc2n3C)CC1 | 4% | -0.3% | 6.5% | 50% | 4.2% | 1% | 0% | 28 | 81 | 1%
CC1CCCC(C)N1/N=C/c1cccc([N+](=O)[O-])c1 (stereo not drawn) | 5% | -0.5% | -0.1% | -6% | -0.2% | -4% | 1% | 1.1 | 65 | 5% | Dengue-2 NS5 capping pilot replicate=-0.3
CCOc1ccc(-n2c(=S)sc3c(=O)n(-c4ccc(F)cc4)c(SCC(=O)O)nc32)cc1 | 30% | 0.2% | -0.3% | 3% | 1.2% | -7% | 2% | 1.0 | 83 | -1%
COc1ccc(OCC(=O)OC(C)CN2CCOCC2)cc1 (stereo not drawn) | 0% | 0.7% | 4.0% | -3% | 0.4% | -1% | 0% | 0.9 | 50 | 9%
CC(=O)N(c1ccc2oc(=O)sc2c1)S(=O)(=O)c1ccc(C(=O)O)cc1 | 24% | -0.6% | 0.3% | 5% | 1.5% | 10% | 7% | 0.9 | 60 | 28%
CCCCN1C(=O)C(NC(=O)c2cccnc2)(C(F)(F)F)C2=C1CC(C)(C)CC2=O (stereo not drawn) | 10% | -0.2% | 1.1% | 1% | -0.6% | -8% | 4% | -0.8 | 83 | 2% | Dengue-2 NS5 capping pilot replicate=3.6
CCOc1ccc(NC(=O)COc2ccc(S(=O)(=O)N3CCOCC3)cc2)cc1 | / | / | 0.8% | / | / | -11% | / | -0.2 | 56 | 2%
Cc1ccc(S(=O)(=O)N2CCCC2C(=O)OCc2nc3ccccc3s2)cc1 (stereo not drawn) | -6% | 0.1% | -0.1% | 5% | -0.7% | -1% | -2% | 1.9 | 51 | 15%
Cc1ccc(OCc2cc(C(=O)NC3CCCCC3)no2)cn1 | 3% | -1.5% | 0.5% | 10% | 0.3% | -4% | -2% | -0.1 | 73 | 5%
O=S(=O)(c1ccc(Cl)cc1)N1CCN(C2CCN(Cc3ccccc3)CC2)CC1 | -5% | -1.6% | 0.5% | -3% | 0.4% | -4% | 3% | -3.8 | 79 | 3%

A section from the list above:
SMILES | SV40 large T antigen | West Nile virus CPE | UTI89 phage lysis | AID2073 | RSV CPE inhibition | Dengue-2 NS5 capping | SIAH1 antagonists | NTR1 ag | NTR1 ag cell count 20 µM | Rac1 GTP hydrolysis | others
N/C(=N\OC(=O)CCCOc1ccc(Cl)cc1Cl)c1ccncc1 | 7% | -1.5% | 0.5% | -6% | 4.7% | 4% | 5% | 1.0 | 42 | 6%
CCOC(=O)c1cccc(Nc2ncnc3ccc(C)cc23)c1 | 2% | 1.3% | 0.2% | 15% | 12% | -13% | 5% | 0.5 | 43 | -1%
CCc1nc2nc(C)c(NS(=O)(=O)c3ccc(Br)s3)c(=O)n2[nH]1 | 1% | -0.4% | -0.2% | -1% | 0.0% | -2% | -1% | 0.1 | 48 | -3%
COc1ccc(-c2[nH]ncc2CN2CCSCC2)c(OC)c1 | 8% | -0.3% | 0.4% | 0% | 2.1% | -8% | 10% | 0.4 | 33 | 4%
Cc1csc(NC(=O)C(C)N2C(=O)c3ccccc3S2(=O)=O)n1 (stereo not drawn) | 8% | 0.3% | 0.1% | -6% | 0.8% | -7% | 1% | -0.1 | 59 | 7%
COc1ccc([C@@H]2[C@@H]3C(=O)N(C(C)(C)C)C(=O)[C@@H]3[C@]3(Cc4ccccc4)C(=O)N(c4cccc(Cl)c4)C(=O)N23)cc1 | 5% | / | -4.3% | / | 1.4% | 2% | / | -0.9 | 86 | 4%
CSc1nnc(NC(=O)c2nc(S(=O)(=O)Cc3ccccc3)ncc2Cl)s1 | 18% | 3.1% | -0.3% | 2% | -2.1% | 51µM* | 3% | 4.1 | 54 | 15%
NC(=S)N=Nc1c(O)n(Cc2ccc(Br)cc2)c2ccccc12 | 19% | ? | 3.3% | 4% | 0.0% | -4% | -2% | 16 | 38 | 11%

Source: PubChem
